SKN-1 block: suppressors of acrylamide-induced Pgst-4::GFP reporter in worms, primary screen, SKN-1 inhibitor project, whole organism, uHTS, GFP/RFP fluorescence ratio, strain VP596. inhibition, % at 21.8 µM. C. elegans VP596 Pgst-4::GFP/RFP ratio, 24 h. AID 624304, 2012. 0.49% of 360,000 active;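 active = interference check ratio from 0.5 to 1.5 plus GFP to RFP signal ratio inhibition reaching or exceeding a fixed threshold, cut at about 30% in these data, passing the limit was not always enough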; note: some compounds called inactive have numbers as strong as hits
Rin1 Abl inh: inhibitors of Rin1-Abl protein binding, primary screen, biochemical, TR-FRET; Tyrosine-protein kinase ABL1 (Homo sapiens) + Ras and Rab interactor 1 (Homo sapiens), …; inhibition, % at 7.35 µM; 0.4% of 360,000 active; in the data active = inhibition above about 5%, passing the limit was not always enough
Target sequence (P00519 whole entry, looked up): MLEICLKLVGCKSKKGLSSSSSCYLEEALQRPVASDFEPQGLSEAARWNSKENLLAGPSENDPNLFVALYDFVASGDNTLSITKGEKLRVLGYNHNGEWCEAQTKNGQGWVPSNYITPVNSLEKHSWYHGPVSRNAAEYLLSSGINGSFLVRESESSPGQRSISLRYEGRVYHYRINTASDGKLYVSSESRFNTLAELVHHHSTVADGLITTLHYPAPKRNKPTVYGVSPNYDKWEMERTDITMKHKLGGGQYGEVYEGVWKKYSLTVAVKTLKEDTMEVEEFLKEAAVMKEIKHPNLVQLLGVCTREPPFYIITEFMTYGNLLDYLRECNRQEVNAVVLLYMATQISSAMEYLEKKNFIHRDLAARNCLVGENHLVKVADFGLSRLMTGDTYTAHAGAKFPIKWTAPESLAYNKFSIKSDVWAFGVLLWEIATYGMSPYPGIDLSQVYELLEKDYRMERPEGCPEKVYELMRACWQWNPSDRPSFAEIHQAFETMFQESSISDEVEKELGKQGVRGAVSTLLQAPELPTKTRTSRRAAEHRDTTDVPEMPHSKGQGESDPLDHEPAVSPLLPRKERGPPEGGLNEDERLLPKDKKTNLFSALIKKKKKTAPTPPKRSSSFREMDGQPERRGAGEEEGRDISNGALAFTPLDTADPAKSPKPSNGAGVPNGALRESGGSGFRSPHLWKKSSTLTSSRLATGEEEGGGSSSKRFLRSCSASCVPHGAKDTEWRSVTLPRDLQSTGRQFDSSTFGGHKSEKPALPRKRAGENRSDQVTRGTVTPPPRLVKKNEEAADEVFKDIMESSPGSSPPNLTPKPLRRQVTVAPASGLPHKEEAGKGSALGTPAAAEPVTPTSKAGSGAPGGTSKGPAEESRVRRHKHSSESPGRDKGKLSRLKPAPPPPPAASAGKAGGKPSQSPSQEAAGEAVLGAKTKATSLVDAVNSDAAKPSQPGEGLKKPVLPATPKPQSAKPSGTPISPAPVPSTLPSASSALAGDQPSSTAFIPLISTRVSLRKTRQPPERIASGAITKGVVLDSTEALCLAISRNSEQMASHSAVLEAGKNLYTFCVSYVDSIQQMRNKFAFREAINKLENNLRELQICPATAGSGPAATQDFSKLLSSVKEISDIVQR
Target sequence (Q13671 whole entry, looked up): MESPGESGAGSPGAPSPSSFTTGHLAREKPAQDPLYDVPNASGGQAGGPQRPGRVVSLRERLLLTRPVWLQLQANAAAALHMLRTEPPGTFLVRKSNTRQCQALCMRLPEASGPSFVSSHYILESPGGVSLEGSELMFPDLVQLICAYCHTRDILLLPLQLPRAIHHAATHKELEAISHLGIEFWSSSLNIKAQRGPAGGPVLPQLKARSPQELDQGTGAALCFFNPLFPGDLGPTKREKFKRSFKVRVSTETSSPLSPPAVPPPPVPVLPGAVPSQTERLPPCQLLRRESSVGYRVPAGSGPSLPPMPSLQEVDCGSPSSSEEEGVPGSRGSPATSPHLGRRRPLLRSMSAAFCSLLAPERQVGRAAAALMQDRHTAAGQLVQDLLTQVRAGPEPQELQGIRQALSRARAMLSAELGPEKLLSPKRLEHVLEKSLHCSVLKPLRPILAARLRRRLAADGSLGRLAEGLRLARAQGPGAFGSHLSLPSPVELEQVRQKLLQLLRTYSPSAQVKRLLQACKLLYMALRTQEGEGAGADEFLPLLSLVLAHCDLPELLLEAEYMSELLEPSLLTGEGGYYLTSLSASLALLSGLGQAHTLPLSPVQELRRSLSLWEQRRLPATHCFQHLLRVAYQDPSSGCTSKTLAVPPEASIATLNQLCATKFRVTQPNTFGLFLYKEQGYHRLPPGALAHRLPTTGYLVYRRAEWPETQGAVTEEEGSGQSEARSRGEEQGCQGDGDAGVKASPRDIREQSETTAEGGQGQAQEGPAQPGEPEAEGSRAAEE
MT1-MMP act inh: blockers of MT1-MMP proenzyme processing, primary screen, HT1080 RFP-PRO-GFP cells, GFP/RFP fluorescence; Matrix metalloproteinase-14 (Homo sapiens), P50281; GFP/RFP ratio fluorescence, overnight; percent of plate control window, DMSO zero; GFP/RFP ratio change, % at 20 µM; 0.061% of 360,000 active; AID 651647, 2012;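 active = GFP/RFP ratio change of at least 30% with cell ATP level not reduced by more than half and red fluorescence within 50% of control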; note: strong numbers were not always called active
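system = RFP-PRO-GFP reporter HT1080 cells | dosing = 20 µM single dose, 1% DMSO | timing = overnight cell settling, then overnight compound exposure, 37 °C, 5% CO2 | read-out basis = GFP/RFP fluorescence ratio | controls = DMSO and RFP-L50D-GFP cell wells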
Neddylation inh: inhibitors of cullin neddylation, primary screen, biochemical, TR-FRET, uHTS, NAE and Ubc12. NEDD8-conjugating enzyme Ubc12 (Homo sapiens) + NEDD8-activating enzyme E1 regulatory …. calls only at 25 µM. 0.58% of 360,000 active. AID 651699, 2012; in the data active = inhibition above about 36%
NadD inh: inhibitors of S. aureus NadD, primary screen, biochemical, colorimetric, uHTS. inhibition, % at 20 µM. Nicotinate-nucleotide adenylyltransferase NadD (Staphylococcus aureus N315). 0.78% of 360,000 active. purified NadD enzyme, colorimetric absorbance read-out; in the data active = inhibition above about 26%; note: some compounds past the cut are filed as inactive
Rpn11 inh: Rpn11 (PSMD14) deubiquitinase inhibitors, primary screen, biochemical, fluorescence polarization, uHTS. AID 588493, 2011. human 26S proteasome, Ub4-pepOG fluorescence polarization; 20S core pre-blocked with epoxomicin. calls only at 20 µM. 0.59% of 360,000 active. 26S proteasome non-ATPase regulatory subunit 14 (Homo sapiens), O00487;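 active = inhibition at 20 µM, scaled to each plate's controls, above about 33%, limit read from the data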
CSN deneddyl inh: inhibitors of CSN-mediated cullin deneddylation, primary screen, biochemical, fluorescence polarization, uHTS | COP9 signalosome complex subunit 5 (Homo sapiens), Q92905 | inhibition, % at 12.5 µM | 0.38% of 360,000 active | Purified CSN, SCF-Nedd8-OG deneddylation;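 active = pattern-corrected inhibition above about 35%, with an unprinted fluorescence ratio check between 0.5 and 1.5, limit read from the data, passing the limit was not always enough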;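 note: 0% = enzyme with substrate and 100% = substrate without enzyme; some results filed as inactive read as strong as hits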
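Material: human Csn5 produced in HEK293T cells; Input: enzyme 0.24 nM; Reagent: SCFSkp2-Nedd8OG substrate at 10 nM final; Dosing: 12.5 µM compound; Incubation: 90 min reaction at room temperature; Detection: fluorescence polarization of the substrate; Evaluation: % inhibition of substrate cleavage by Csn5; Control set: substrate-only high control, full reaction low control.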
MLLE-PAM2 inh: inhibitors of PABP1 MLLE–PAM2 peptide binding, primary screen, biochemical, fluorescence polarization, FITC-PAM2, GST-MLLE; 0.36% of 360,000 active; Polyadenylate-binding protein 1 (Homo sapiens), P11940; inhibition, % at 20 µM; in the data active = inhibition above about 35%, passing the limit was not always enough;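 note: plate controls were DMSO wells with GST-MLLE for no effect and wells lacking GST-MLLE protein for full effect; some results filed as inactive read as strong as hits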
FAS-TE inh: FAS thioesterase domain inhibitors, primary screen, biochemical, fluorescence intensity, uHTS. recombinant FAS-TE, OMFH fluorogenic substrate, fluorescence endpoint. inhibition, % at 15 µM. AID 602261, 2012. 0.67% of 360,000 active. Fatty acid synthase (Homo sapiens), P49327;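 active = compounds whose normalised, plate-corrected inhibition of enzyme fluorescence in the single-dose primary screen is 50% or more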;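 note: 0% = DMSO with enzyme and 100% = substrate without enzyme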
* = called active by the depositor; i = inactive; nt = no result given; + = active, no number. Hits appear at their usual frequency; 3.9% or so of the library scored in one or more.

SMILES	SKN-1 block	Rin1 Abl inh	MT1-MMP act inh	Neddylation inh	NadD inh	Rpn11 inh	CSN deneddyl inh	MLLE-PAM2 inh	FAS-TE inh
C[C@@H]1CN([C@@H](C)CO)C(=O)CCCn2nncc2CO[C@H]1CN(C)S(=O)(=O)c1cccs1	11.6	4.5	-3.2	i	-5.6	i	2.3	-9.6	-8.6
COc1cc(Cc2nc3ccc(S(=O)(=O)N4CCOCC4)cc3[nH]2)cc(OC)c1OC	-0.1	0.5	4.2	i	-2.2	i	-6.9	-1.2	-8.1
CC(=O)c1cc2c(cc1NC(=O)CCc1c(C)nc3ncnn3c1C)OCO2	-9.5	0.8	-2.5	i	1.0	i	-0.9	-7.9	-1.8
Cc1nn(-c2cccc(C(F)(F)F)c2)c(Cl)c1/C=N/Nc1cccc(C(=O)O)c1	-1.1	-0.9	2.9	i	7.7	i	-5.5	7.5	45.3
Cc1cccn2cc(CSc3nnc(Nc4ccc(C(C)C)cc4)s3)nc12	-0.2	-2.2	-3.1	i	1.5	i	8.0	-85.1	8.8
COCCCN(CC(=O)NCc1ccccc1)S(=O)(=O)c1ccc(C)cc1	-5.5	1.4	-2.2	i	-8.5	i	0.7	12.6	-1.2
O=C(c1cccc(S(=O)(=O)Nc2ccccc2Cl)c1)N1CCC1	-3.8	2.6	-2.7	i	-4.7	i	-2.7	4.3	-4.3
O[C@@H]1CN(CC2CCCCC2)[C@@H](c2ccc(Cl)cc2)C[C@H]1n1cc(-c2ccc(F)cc2)nn1	9.5	-2.9	0.9	i	-0.1	i	3.0	5.4	-2.1
CCCCN(CCCC)C(=O)C1CC=CCC1C(=O)O (centres undefined)	1.8	6.7	-3.2	i	-1.8	i	-0.9	10.9	-7.7
Nn1c(SCC(=O)Nc2ccccc2C(F)(F)F)nncc1=O	-0.8	-1.0	0.3	i	1.5	i	-8.4	-6.0	-6.6

Complete entries, looked up by structure. Screens in order: SKN-1 block	Rin1 Abl inh	MT1-MMP act inh	Neddylation inh	NadD inh	Rpn11 inh	CSN deneddyl inh	MLLE-PAM2 inh	FAS-TE inh
`O=C(c1cccc(S(=O)(=O)Nc2ccccc2Cl)c1)N1CCC1` is entered as -3.8	2.6	-2.7	i	-4.7	i	-2.7	4.3	-4.3
`Cc1nn(-c2cccc(C(F)(F)F)c2)c(Cl)c1/C=N/Nc1cccc(C(=O)O)c1` is entered as -1.1	-0.9	2.9	i	7.7	i	-5.5	7.5	45.3

(further entries)
SMILES	SKN-1 block	Rin1 Abl inh	MT1-MMP act inh	Neddylation inh	NadD inh	Rpn11 inh	CSN deneddyl inh	MLLE-PAM2 inh	FAS-TE inh
CC(OC(=O)CCC(=O)c1cccs1)C(=O)NC1CCCCC1C (centres undefined)	-8.9	2.0	6.9	i	3.5	i	-2.7	4.0	0.9
N#Cc1c(NC(=O)CSc2nc(N)cc(=O)[nH]2)sc2c1CCCCCC2	-0.7	-0.6	14.0	i	14.8	i	-5.7	-8.3	-2.9
O=c1c2ccccc2oc2c1oc1ccccc12	8.4	-4.4	2.4	i	-8.5	i	0.8	10.2	3.5
COc1cc(/C=C/C(=O)OCC(=O)NCc2ccco2)cc(OC)c1OC	1.0	-3.7	5.3	i	3.3	i	3.1	-3.7	2.2
CCOC(=O)Cn1c(=O)c2c(nc(N3CCCCC3)n2C)n(C)c1=O	1.1	-1.1	3.1	i	-1.9	i	2.2	8.7	-11.4
O=C(CCc1ccccc1)NC(=S)Nc1cc(C(F)(F)F)ccc1N1CCOCC1	9.9	-0.7	-41.8	i	-9.6	i	1.8	34.3	35.2
NC(=O)C1CCN(c2oc(-c3ccccc3F)nc2S(=O)(=O)c2ccc(Cl)cc2)CC1	37.7*	-3.8	0.8	i	3.9	i	-0.7	15.7	2.9
O=C(Cc1cccc(C(F)(F)F)c1)OCC(=O)N1CCN(S(=O)(=O)c2ccc(Cl)cc2)CC1	12.6	0.7	1.7	i	-1.8	i	-0.8	-7.2	22.4
COc1cccc2c1NC(C(=O)O)C1CC=CC21 (centres undefined)	0.7	7.6*	11.0	i	30.0	i	39.7	22.4	-11.5
CCc1c(C)nc2c(C)cccc2c1SCCC#N	11.2	-5.7	-2.8	i	-10.3	i	-1.0	-6.2	20.9
CCOC(=O)CC1(C)NC(=O)c2c(C)sc(C(=O)OCC)c2N1 (centres undefined)	4.9	-2.9	-3.7	nt	0.9	i	-1.3	-8.8	-6.5
CCCC(=O)Nc1ccc2c(c1)nc1n2CCN(CCOC)C1	2.7	-1.8	-5.0	nt	-5.6	i	3.1	6.0	-1.4
C[C@H](CO)N1C[C@H](C)[C@@H](CN(C)C(=O)c2ccccn2)Oc2cc(Br)ccc2S1(=O)=O	-1.2	4.1	3.2	i	5.1	i	-0.3	1.4	-7.3
CC(C)CN(C(=O)COc1ccc(C(C)(C)C)cc1)C1CCS(=O)(=O)C1 (centres undefined)	-2.2	-1.3	-7.0	i	0.4	i	-3.7	-3.5	4.6
CO/N=C/c1c(-c2ccccc2)nn(C)c1Cl	10.1	4.5	3.1	i	-2.4	i	-6.6	-2.2	-2.5
Cc1ccc(NC(=O)CN(C)CC(=O)Nc2ccccc2C#N)cc1	-9.2	-2.6	0.4	i	5.1	i	-2.9	15.2	-2.6
Cc1ccc(-n2nc3c(=O)n(CCCC(=O)NCc4ccccc4Cl)nc(C)c3c2C)cc1	-5.7	2.6	10.8	i	4.0	i	-1.9	8.5	1.2
CC(CCc1ccc(O)cc1)NCc1ccc(Cl)cc1Cl (centres undefined)	-28.7	0.6	-0.9	i	-7.4	i	-3.5	-8.3	10.5
Cc1ccc(S(=O)(=O)NC(=O)NC(C)(C)C)cc1	1.4	-1.8	2.7	i	-1.8	i	-1.2	-0.3	-7.8
COCCNC(=O)C(c1ccco1)N(C(=O)Cn1nnc2ccccc21)c1ccc(C)cc1C (centres undefined)	6.4	1.4	-0.2	i	-5.2	i	-0.6	-7.0	-6.3
COC(=O)c1ccccc1NC(=O)Nc1cc(C)cc(C)n1	19.4	-0.3	-1.9	i	-6.9	i	-5.6	-4.6	-1.9
O=C(c1ccc(Cl)c(S(=O)(=O)N2CCOCC2)c1)N(Cc1nnc(-c2ccccc2Cl)o1)C1CC1	2.9	-0.9	-8.5	i	-1.0	i	-9.4	-4.7	6.1
CN(C)CCSc1nc2cc(S(=O)(=O)N3CCCCC3)ccc2o1	-8.8	-2.2	-0.7	i	-3.4	i	-2.0	-82.0	-0.9
COCC(=O)N[C@H]1CC[C@@H](CC(=O)NCc2ccccc2OC)O[C@@H]1CO	-9.4	nt	2.6	i	nt	nt	-3.9	nt	nt
CCc1cccc2c(C(=O)COC(=O)c3ccc([N+](=O)[O-])s3)c[nH]c12	14.8	2.3	1.1	i	-6.4	i	-2.7	-4.6	30.7
O=C(CCCCCn1c(=O)[nH]c2ccccc2c1=O)N1CCN(Cc2ccc3c(c2)OCO3)CC1	17.4	0.5	-2.3	i	4.6	i	3.3	-15.9	-3.0
CCC(C)N(C(=O)COC(=O)c1cc([N+](=O)[O-])ccc1N1CCOCC1)C1CCS(=O)(=O)C1 (centres undefined)	-2.0	-4.7	3.5	i	1.5	i	-4.2	-20.8	11.2
COc1cc(C(c2c(C)[nH][nH]c2=O)c2c(C)[nH][nH]c2=O)cc(Cl)c1O	16.7	4.5	0.1	i	1.9	i	-4.7	-20.5	-7.1
O=C(CSc1nnnn1-c1ccccc1)Nc1ncc(Cc2cccc(Cl)c2Cl)s1	3.5	4.5	4.3	i	8.5	i	-17.0	17.5	-6.2
Cc1cc(C)cc(C(=O)OCC(=O)N2CCCCCC2)c1	-9.4	-0.2	-1.9	i	-7.9	i	-2.5	1.0	-3.8
Cn1c(SCC(=O)NC2CCCCCC2)nnc1-c1cccs1	-5.7	-0.6	-4.1	i	-0.5	i	3.9	-8.3	-5.8
O=C1N/C(=C/c2cccn2-c2ccccc2)C(=O)N1Cc1ccc(F)cc1	9.5	0.3	8.3	i	-2.4	+	5.4	-9.5	-3.7
O=C(NCCc1ccccc1)c1n[nH]c(=O)c2ccccc12	12.4	-0.9	-1.2	i	2.0	i	-2.1	-11.2	-3.8
COc1ccc(-c2nc(NC(=O)c3cc(C(C)(C)C)nn3C)sc2C)cc1	5.1	-3.2	-43.5	i	1.0	i	-1.6	0.2	23.6
COc1ccc(/C=N/NC(=O)c2ccncc2)cc1CN1CCOCC1	1.7	-0.7	-0.3	i	-7.1	i	-6.3	-12.8	-3.4
COc1ccc(OC)c(NC(=O)CSc2nnnn2C2CCCC2)c1	5.6	-2.2	2.1	i	-11.6	i	0.3	-6.8	-0.6
COc1cc(C(=O)O)cc(OC)c1OCc1cc(C(=O)O)oc1C	21.3	2.6	-0.2	i	9.1	i	0.3	-6.7	-2.0
COC(=O)CCCCCN1C(=O)NC(C2CC2)C(C(=O)OCc2ccccc2)=C1C (centres undefined)	6.8	2.4	6.4	i	-9.8	i	0.0	9.6	-0.6
C/C(=N\NC(=O)c1nnn(-c2nonc2N)c1CN(C)c1ccccc1)c1cccnc1	-1.7	-0.4	-4.2	i	2.8	i	-7.0	2.5	-1.6
COc1ccccc1Sc1nc(-c2ccccc2)ncc1OC	3.1	-1.1	2.9	i	-6.2	i	2.3	-6.7	25.3
CC(=O)c1c(C)[nH]c(C(=O)OCC(=O)C(C)(C)C)c1C	12.4	0.4	6.1	i	-2.5	i	-1.7	2.4	-7.4
CN=C1N(C)C[C@@H]2[C@@H]3C(=O)N(C)C(=O)[C@@H]3[C@](Cc3ccccc3)(C(=O)OC)N12	10.9	0.1	1.0	i	0.2	i	-2.7	-0.3	-12.2
O=C(O)C(Cc1ccc(O)cc1)N1C(=O)c2c(Cl)c(Cl)c(Cl)c(Cl)c2C1=O (centres undefined)	2.6	2.9	-4.3	i	-0.7	i	-0.9	13.9	32.9
COc1ccc(NC(=O)CCCN2C(=O)/C(=C\c3ccco3)SC2=S)cc1	-2.4	-2.4	9.8	i	9.0	i	1.3	-14.8	7.8
COc1ccc(CNC(=O)CCc2c[nH]c3ccccc23)cc1	0.7	-1.7	0.5	i	8.0	i	0.3	1.3	-1.5
Cc1ccc(C=C(C#N)C(=O)c2ccccc2)cc1	-0.9	4.7	-1.0	i	1.4	i	1.0	-2.6	-2.9
Cc1nc2nc(C)c(NS(=O)(=O)c3ccc(CC(C)C)cc3)c(=O)n2[nH]1	-16.8	1.6	3.4	i	-1.9	i	3.0	-10.5	-2.0
CCOC(=O)CNc1ncc([N+](=O)[O-])cc1C#N	7.9	0.3	-15.3	i	3.8	i	-0.6	-0.4	6.8

Bioassay records as filed in PubChem BioAssay.
